sdo1 growth: compounds rescuing growth of sdo1-depleted yeast, bone marrow failure model; AID 817; 140,000 tested, 0.21% active; S. cerevisiae sdo1-depleted JHY4D growth rescue, OD600 30 h; hits give high values; pdr5 snq2 efflux-pump mutant strain; z-score at 10 µM;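 active = z-score above 3 at both the 24 hr and the 30 hr optical density reads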;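 note: z-score against mean and SD of all compound wells on the same plate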
Insulin prom inh: TRM-6 insulin promoter activity inhibition. TRM-6 cells (human fetal islet line), insulin promoter-eGFP reporter, imaging; reporter expression induced with tamoxifen. inhibition, % at 2 µM. 130,000 tested, 0.9% active;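 active = inhibition above the mean plus 3 SD, with well images judged a real hit on visual review, cut at about 60% in these data, passing the limit was not always enough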
sdo1 growth Rescue 24 h: also measured in sdo1 growth; calls as there; z-score; S. cerevisiae sdo1-depleted JHY4D growth rescue, OD600; measured here: growth rescue at 24 h;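 0 is the plate mean of compound wells and units are plate SD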
Numbers without * were called inactive; · = no result given. These rows are one share of the data, so the mix of outcomes need not match the whole.

cpd | compound | sdo1 growth | Insulin prom inh | sdo1 growth Rescue 24 h
1 | Cc1ccc(-c2nc(CSc3nc4ccccc4c(=O)n3CCO)cs2)cc1 | -0.49 | 29.6 | -0.32
2 | Cc1cc(C(=O)CN2C(=O)CN(C)C2=O)c(C)n1-c1cccc(S(=O)(=O)N2CCOCC2)c1 | · | -7.1 | ·
3 | CCOC(=O)N1CCN(S(=O)(=O)c2ccc(OC)c3ccccc23)CC1 | -1.58 | 0.0 | -1.25
4 | CCOC(=O)Cc1c(C)c2c(O)cc(O)cc2oc1=O | 1.38 | 14.8 | 0.61
5 | CCOc1cc(NS(=O)(=O)c2ccc(NC(C)=O)cc2)c(OCC)cc1NC(=O)C(C)C | -0.42 | -50.7 | -0.37
6 | COc1ccccc1C(=O)Nc1ccc2c(c1)OCO2 | 0.4 | 30.4 | 0.11
7 | CC1(C)Cc2cccc(OCC(=O)Nc3ccc(OCC(N)=O)cc3)c2O1 | · | -58.3 | ·
8 | CCOC(=O)C1CCCN(C(=O)Cc2ccc(Cl)cc2)C1 (stereo not drawn) | 1.26 | -85.2 | -0.66
9 | O=C(CCNS(=O)(=O)c1ccc(Br)s1)N1CCCCC1 | 0.4 | -23.1 | 0.2
10 | COc1ccc(N2CCN(C(=O)CSc3ncccc3-c3nc4ccccc4[nH]3)CC2)cc1 | -0.72 | -50.0 | -1.08
11 | Cc1ccc(/C(O)=C2/C(=O)C(=O)N(Cc3cccnc3)C2c2ccccn2)cc1 (stereo not drawn) | 0.05 | 33.3 | -0.03
12 | CC(C)n1nc(C(=O)Oc2ccc(Cl)cc2)c2ccccc2c1=O | -0.68 | 6.7 | -0.83
13 | CC(=O)NCCc1ccc(S(=O)(=O)N2CCCC2)cc1 | 0.8 | · | 0.74
14 | Cc1nnc(SCC(=O)N2CCN(S(=O)(=O)c3ccc(Cl)cc3)CC2)n(N)c1=O | -0.01 | 27.3 | -0.37
15 | COC(=O)C1=NN(C(C)=O)C2(CC(=O)N(c3cc(C)cc(C)c3)C2=O)C1 (stereo not drawn) | 0.48 | 53.3 | -0.22
16 | COc1cc(COCC(O)CN2CCN(CCN3C(=O)c4cccc5cccc(c45)C3=O)CC2)cc(OC)c1OC (stereo not drawn) | -0.51 | -11.1 | -0.17
17 | O=C(CSCC(=O)N1CCCCC1)Nc1nc(-c2ccccc2)c(-c2ccccc2)s1 | -0.5 | -61.0 | -0.34
18 | CC(C)C(=O)NC(c1cccs1)c1cc([N+](=O)[O-])c2cccnc2c1O (stereo not drawn) | -1.14 | · | -0.51
19 | CC1(C)Cc2c(sc(NC(=O)c3ccc4ncsc4c3)c2C(N)=O)C(C)(C)N1 | · | -45.5 | ·
20 | N#CCC(=O)NN=C1CCCCCCCCCCC1 | 1.78 | · | 2.05
21 | CCC(=O)N1CCc2cc(Br)cc(S(=O)(=O)Nc3c(C)n(C)n(-c4ccccc4)c3=O)c21 | · | 6.2 | ·
22 | Cc1c(C(=O)N2CCCCC2)sc(N)c1C#N | 0.41 | -71.4 | 0.81
23 | Cc1c(/C(O)=C2\C(=O)C(=O)N(CCN(C)C)C2c2cccnc2)cnn1-c1ccccc1 (stereo not drawn) | -0.05 | 15.4 | -0.83
24 | O=C(O)c1c[nH]c2ccc(F)cc2c1=O | · | 27.8 | ·
25 | CCOC(=O)CSc1cc(=O)n(C)c2cc(Cl)ccc12 | 1.19 | -62.5 | 1.2
26 | C=C(C)COc1ccc(-c2nc(N)ncc2Oc2ccccc2OCC)c(O)c1 | -0.09 | 72.4 | -0.04
27 | C=CCNC(=O)c1ccc(N(CC=C)S(C)(=O)=O)cc1 | 1.31 | 27.8 | 1.65
28 | O=C(CCSc1ccc(Cl)cc1)N1CCN(c2ncccn2)CC1 | -1.02 | -41.2 | -1.31
29 | CC1=NN(Cc2ccccc2)C(=O)C1 | -1.24 | 18.2 | -1.99
30 | Cc1ccc(NC(=O)c2ccc(NCCCN3CCOCC3)c([N+](=O)[O-])c2)cc1Cl | -1.26 | -6.7 | -0.63
31 | CS(=O)(=O)N1CCCC(C(=O)NC2CCCCCCC2)C1 (stereo not drawn) | 0.66 | · | 0.7
32 | CCOC(=O)CN1C(=O)C(Sc2n[nH]c(-c3cccc(C)c3)n2)CCc2ccccc21 (stereo not drawn) | -1.16 | · | -1.05
33 | CS(=O)(=O)N1CCC(c2noc(-c3ccc(C(F)(F)F)cc3)n2)CC1 | 0.59 | -10.7 | 1.2
34 | Cc1ccc(-c2nc3sc(C(N)=O)c(N)c3c3c2CCCC3)cc1 | -2.02 | · | -1.94
35 | COc1ccccc1C(=O)NCC(=O)N/N=C/c1cc(Br)ccc1OC(=O)/C=C\c1ccco1 | -0.04 | -63.0 | 0.08
36 | CCOC(=O)C(=O)NC(C)CCc1ccccc1 (stereo not drawn) | 1.63 | 6.7 | 1.82
37 | CC1OC(Nc2cccc3ccccc23)C(O)C(O)C1O (stereo not drawn) | 2.2 | -54.5 | 2.28
38 | CCCCN(C)C(=O)c1cn(CC)c2nc(C)ccc2c1=O | 0.13 | -28.9 | -0.24
39 | Cc1ccc(S(=O)(=O)N/N=C/C(C)(C)CO)cc1 | 0.3 | 14.8 | -0.1
40 | COC(=O)c1ccccc1OCCN1CCCCCC1 | · | -76.5 | ·
41 | COCCCNC(=O)c1cccs1 | 0.05 | -28.6 | -0.04
42 | CC(C)NC(=O)Cn1c(=O)c2c(ncn2Cc2ccccc2)n(Cc2ccccc2)c1=O | 0.76 | 5.7 | 1.09
43 | CC(C)c1ccccc1NC(=O)c1ccccc1NC(=O)C1CCCCC1 | -0.68 | -23.3 | -0.89
44 | CCOC(=O)c1c(NCC(C)C)c2ccccc2[nH]c1=O | -0.11 | 10.7 | -0.32
45 | CCCc1nc(SCC(=O)c2ccccc2)c2c(=O)n(C)c(=O)n(C)c2n1 | -1.84 | · | -1.67
46 | CC(C)(NO)/C(=N\O)c1ccccc1 | -0.04 | 39.5 | -0.59
47 | COc1ccc(OC)c(NC(=O)c2ccno2)c1 | · | 57.1 | ·
48 | Nc1nnc(SCC(=O)OCC(=O)Nc2ccccc2F)s1 | · | 33.3 | ·
49 | FC(F)(F)c1cccc(N2CCN(C(=S)NC3CCCC3)CC2)c1 | -1.86 | 6.7 | -1.09
50 | CN(C)c1ccc(/C=[N+](\[O-])C(C)(C)/C=N/O)cc1 | -0.16 | 7.7 | -1.32
51 | CC(C)C(=O)N1CCN(c2ccc(NC(=O)c3ccc4c(c3)OCCO4)cc2Cl)CC1 | -0.81 | 25.0 | -0.75
52 | COc1cccc(NC(=O)CSc2nccn2-c2cccc(OC)c2)c1 | -0.98 | 61.1 | -1
53 | CC12CCCCN1CCCc1c2[nH]c2ccccc12 (stereo not drawn) | -0.41 | · | 0.38
54 | Cc1nn2cc(-c3ccccc3)nc2s1 | 0.26 | -54.5 | 0.07
55 | O=C(Cn1ccc2ccccc2c1=O)N1CCN(Cc2ccc3c(c2)OCO3)CC1 | -0.28 | · | -0.34
56 | COc1ccc(C(NC(=O)c2c(F)c(F)c(F)c(F)c2F)c2ccccc2)cc1 (stereo not drawn) | -0.84 | · | 0.01
57 | CC1=C(C#N)C(c2cccnc2)C2=C(N1)c1ccccc1C2=O (stereo not drawn) | · | 2.7 | ·
58 | COc1ccc(C(=O)Nc2ccc(S(=O)(=O)N3CCCCC3C)cc2)c(OC)c1OC (stereo not drawn) | -0.39 | · | -0.69
59 | COc1ccc(OC2C(=O)N(c3cc(C)ccc3C)C2c2ccc(OC)c(OC)c2)cc1 (stereo not drawn) | -0.58 | 21.4 | -1.16
60 | COc1cc(NC(=O)COC(=O)/C=C/c2ccccc2Cl)cc(OC)c1 | 0.43 | -17.6 | 0.29

Further structures
cpd | compound | sdo1 growth | Insulin prom inh | sdo1 growth Rescue 24 h
61 | Cc1ccc2cccc(S(=O)(=O)n3nc(C)cc3C)c2n1 | -0.33 | 2.8 | -0.57
62 | NCCCC[C@@H]1NC(=O)[C@H](CCC(=O)O)NC(=O)c2cc([N+](=O)[O-])cc(I)c2NCC[C@@H](C(N)=O)NC1=O | -0.33 | -9.1 | -1.23
63 | Cc1c(NC(=O)Nc2cccs2)cccc1[N+](=O)[O-] | · | 25.0 | ·
64 | Fc1cccc(NC(=S)NCCc2ccccc2)c1 | -0.27 | -37.5 | -0.26
65 | O=C(Nc1cccc(Cl)c1)Nc1cc(S(=O)(=O)N2CCCCC2)ccc1Cl | -1.03 | · | -1.27
66 | CCCCCCC1C(C#N)=C(N)OC2=C1C(=O)CCC2 (stereo not drawn) | -0.33 | · | -0.17
67 | CC#CCN(CC#CC)S(=O)(=O)c1ccc(-n2cnnn2)c(OC)c1 | -0.17 | -41.9 | -0.74
68 | CN(c1ccc(OCC(=O)OCC(=O)Nc2cccc([N+](=O)[O-])c2)cc1)S(=O)(=O)c1ccc(F)cc1 | · | 8.6 | ·
69 | CCC(CC)C(=O)Nc1nnc(SCC(=O)NC(C)(C)C)s1 | · | 0.0 | ·
70 | Cc1cc(=O)oc(C)c1C(=O)OCC(=O)c1ccc(Br)cc1 | -1.02 | · | -0.95
71 | O=[N+]([O-])c1ccc(Cl)c(/C=N/Nc2nc(N3CCOCC3)nc(N3CCOCC3)n2)c1 | 1.69 | -6.7 | 2.77
72 | O=C(Nc1nnc(SCc2ccc(Cl)cc2)s1)c1ccco1 | -0.95 | -20.0 | 0.42
73 | O=C(NC(=S)NCCN1CCOCC1)c1ccc(Cl)cc1 | 0.52 | -62.5 | -0.15
74 | COc1ccc(/C=C2\SC(=O)N(CC(=O)NNC(=O)c3ccccc3O)C2=O)cc1 | 1.26 | 16.9 | 0.87
75 | CN(CCOC(=O)c1cccc(Br)c1)C(C)(C)C | 0.43 | 8.5 | -0.51
76 | N#Cc1c(-c2ccc(C(F)(F)F)cc2)cc(-c2ccccc2)[nH]c1=S | -0.31 | 52.0 | -0.34
77 | Cc1ccc(-c2noc(CSc3ccccc3)n2)cc1 | 0.28 | 57.1 | -0.02
78 | COc1ccc(NC(=O)c2cccc(-n3cnnn3)c2)cc1 | 0 | · | -0.29
79 | Cc1ccc(N2CC(c3nc4ccccc4n3C)CC2=O)cc1C (stereo not drawn) | 0.38 | · | 0.9
80 | CN1CCN(Cc2c(O)ccc3c(=O)c(Oc4ccccc4Cl)c(C(F)(F)F)oc23)CC1 | -2.33 | · | -1.14
81 | O=C(CN1C(=O)S/C(=C\c2ccc(Cl)cc2)C1=O)NNC(=O)c1ccccc1O | -0.54 | · | 0.59
82 | CN(C)c1nc(NCc2ccccc2)nc(N/N=C/c2ccc(Cl)cc2Cl)n1 | -1.44 | -2.0 | -0.47
83 | COc1ccc(S(=O)(=O)Nc2ccc3oc(C)c(C(C)=O)c3c2)cc1 | -0.62 | 11.1 | -1.53
84 | CCN(CC)c1ccc(C(=O)OCC(=O)N2CCN(c3ccccc3)CC2)cc1 | -1.51 | · | -0.99
85 | Cc1c(NS(=O)(=O)c2ccccc2)cc(Cl)c(O)c1C | -0.2 | 27.0 | -0.46
86 | CCn1cc(C(=O)N2CCc3ccccc32)c(=O)c2cc(S(=O)(=O)N3CCCCCC3)ccc21 | 0.88 | -31.4 | 1.55
87 | COc1ccc(S(=O)(=O)N2CCC(C(=O)NCc3ccccn3)CC2)cc1Cl | 0.72 | -200.0 | 1.69
88 | OC(COCc1cccs1)CN1CCN(c2cccc(Cl)c2)CC1 (stereo not drawn) | -1.52 | -16.0 | -0.21
89 | Cc1ccc(CCNC(=O)c2nnn(-c3cc(C)cc(C)c3)c2N)cc1 | -1.05 | · | -0.53
90 | Cn1c(=O)n(CCCOc2ccc(Cl)cc2)c2ccccc21 | -1.66 | -200.0 | -1.3

Ordered by the number under Insulin prom inh (falling): five of the compounds above.
no. | Structure | Insulin prom inh
76 | N#Cc1c(-c2ccc(C(F)(F)F)cc2)cc(-c2ccccc2)[nH]c1=S | 52.0
74 | COc1ccc(/C=C2\SC(=O)N(CC(=O)NNC(=O)c3ccccc3O)C2=O)cc1 | 16.9
69 | CCC(CC)C(=O)Nc1nnc(SCC(=O)NC(C)(C)C)s1 | 0.0
82 | CN(C)c1nc(NCc2ccccc2)nc(N/N=C/c2ccc(Cl)cc2Cl)n1 | -2.0
72 | O=C(Nc1nnc(SCc2ccc(Cl)cc2)s1)c1ccco1 | -20.0

A different layout for part of the listing above:
Order of values: sdo1 growth	Insulin prom inh	sdo1 growth Rescue 24 h
74. COc1ccc(/C=C2\SC(=O)N(CC(=O)NNC(=O)c3ccccc3O)C2=O)cc1
    1.26	16.9	0.87
75. CN(CCOC(=O)c1cccc(Br)c1)C(C)(C)C
    0.43	8.5	-0.51
76. N#Cc1c(-c2ccc(C(F)(F)F)cc2)cc(-c2ccccc2)[nH]c1=S
    -0.31	52.0	-0.34

(list continues)
cpd | compound | sdo1 growth | Insulin prom inh | sdo1 growth Rescue 24 h
91 | COc1cc(CNC2CCCC2)cc(Cl)c1OCc1ccc(F)cc1 | -1.33 | -29.2 | -1.31
92 | CN(C)c1cccc(C(=O)OCC(=O)NCC2CCCO2)c1 (stereo not drawn) | -0.42 | · | -1.12
93 | O=C(CSc1cccc(C(F)(F)F)c1)NCc1ccccc1 | -0.77 | -81.5 | -1.28
94 | COc1cc(-c2nc3c[n+](CC(=O)c4ccccc4)ccc3n2C)cc(OC)c1OC | 0.17 | 18.5 | 0.07
95 | O=C(NCc1ccc(-n2cccc2)cc1)c1cccc(F)c1 | · | 23.1 | ·
96 | O=C(CN(C(=O)CCC(=O)Nc1nccs1)c1ccc2c(c1)OCCO2)NCc1ccco1 | -0.8 | 21.9 | -1.26
97 | Cc1nn(Cc2ccc(Cl)cc2Cl)c(C)c1NC(=O)CCl | -0.25 | -109.5 | -0.26
98 | O=C1OCCC1Sc1nnc(-c2ccc(Cl)cc2)n1Cc1ccccc1 (stereo not drawn) | 0.74 | · | 0.18

Compound activity deposited in PubChem by several laboratories.
